HUVEC prolif 384: human endothelial cell proliferation inhibition; viability, % at 10 µM (by protocol); AID 648; 1.1% of 86,000 active; HUVEC proliferation, CellTiter-Glo luminescence, 72 h; hits give low values;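 active = viability at or below 30%; inactive = viability above 30%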;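 note: 100% = median luminescence of DMSO-only cell control wells on each plate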
S1P2 agonist: S1P2 (human) receptor agonism; activation, % at 4.5 µM; S1P2-expressing cell line, agonist reporter read-out; 0.46% of 97,000 active; AID 729; O95136; in the data active = activation above about 16%;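 note: 0% = vehicle low control and 100% = maximal reference agonist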
Target sequence (O95136 whole entry, looked up): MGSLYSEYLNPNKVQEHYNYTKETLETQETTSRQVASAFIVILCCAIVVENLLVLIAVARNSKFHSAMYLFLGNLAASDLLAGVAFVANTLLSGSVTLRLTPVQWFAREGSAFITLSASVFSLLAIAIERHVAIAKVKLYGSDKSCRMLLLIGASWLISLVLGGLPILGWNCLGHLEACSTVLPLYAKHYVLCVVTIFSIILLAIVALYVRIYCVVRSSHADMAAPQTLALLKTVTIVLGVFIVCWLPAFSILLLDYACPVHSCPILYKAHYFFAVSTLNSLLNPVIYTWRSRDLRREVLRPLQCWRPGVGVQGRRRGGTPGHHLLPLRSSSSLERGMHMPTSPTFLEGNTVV
sEH inhibitor: soluble epoxide hydrolase (human) inhibition | recombinant human sEH enzymatic activity assay | inhibition, % at 2 µM | 0.34% of 91,000 active; in the data active = inhibition above about 80%; note: values of inactives mirror those of a sister screen read the other way; many of its hits are not listed in these tables
Target sequence (P34913 whole entry, looked up): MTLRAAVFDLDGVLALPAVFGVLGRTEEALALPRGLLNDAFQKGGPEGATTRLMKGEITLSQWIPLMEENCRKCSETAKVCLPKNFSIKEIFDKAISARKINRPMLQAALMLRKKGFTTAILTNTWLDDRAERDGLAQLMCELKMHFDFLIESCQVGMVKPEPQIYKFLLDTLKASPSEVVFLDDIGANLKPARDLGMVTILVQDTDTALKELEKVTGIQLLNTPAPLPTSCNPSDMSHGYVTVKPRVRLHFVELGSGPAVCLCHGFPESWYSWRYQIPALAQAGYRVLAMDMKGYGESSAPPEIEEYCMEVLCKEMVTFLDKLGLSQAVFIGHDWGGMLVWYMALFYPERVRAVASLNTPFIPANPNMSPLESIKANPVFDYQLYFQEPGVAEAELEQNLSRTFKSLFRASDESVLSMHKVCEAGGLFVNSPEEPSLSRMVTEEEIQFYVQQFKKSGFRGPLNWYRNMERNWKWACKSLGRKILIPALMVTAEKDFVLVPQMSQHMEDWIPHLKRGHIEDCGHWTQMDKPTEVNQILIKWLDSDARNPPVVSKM
PostGolgi ctrl: yeast control strain growth, post-Golgi counter-screen; efflux-deficient yeast background strain, growth absorbance A615, 16 h; inhibition, % at 10 µM; 5% of 98,000 active; in the data active = inhibition above about 30%
PTPN22 act: increases human PTPN22 phosphatase activity. recombinant LYP, DiFMUP fluorescence; 0 = plate median, 100 = signal doubled. activation, % at 2 µM. 0.11% of 96,000 active. AID 697;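 active = activation at 2 µM above a set limit, the mean plus 5 SD, cut at about 37% in these data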
sEH activator: soluble epoxide hydrolase (human) activation. AID 717. purified human sEH enzymatic activity, activator screen. P34913. activation, % at 2 µM. 0.04% of 91,000 active; in the data active = activation above about 37%; note: values of inactives mirror those of a sister screen read the other way
H69AR inhibit: blocks growth of human H69AR lung tumor cells; H69AR lung tumor viability, ATP luminescence, 72 h; hits give low values; viability, % at 10 µM; 6% of 85,000 active; AID 598;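 active = viability at or below 40%; inactive = viability above 40%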;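 note: multidrug resistant small cell line overexpressing MRP-1 efflux transporter; 100% = mean luminescence of untreated control wells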
Fibroblast inh: blocks proliferation of human lung fibroblasts; 1.1% of 85,000 active; LL 47 human lung fibroblast viability, ATP luminescence; hits give low values; viability, % at 10 µM; AID 719;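 active = viability at or below 50% in the single dose screen; inactive = viability above 50%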;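 note: compound exposure lasted 72 h before the ATP readout; 100% = median luminescence of untreated cell-only wells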
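Assay system: human lung fibroblast line LL 47, low passage. Input: 1,150 fibroblasts seeded per well. Times: overnight cell rest, 72 h compound treatment at 37 °C. Evaluation: % viability of median cell-only signal. Technique: luminescent ATP detection, CellTiter-Glo. Control set: cell-only wells, no compound.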
S1P2 blocker: antagonists of human S1P2 receptor; cell-based S1P2 antagonist assay, inhibition at 5 uM; 0.21% of 97,000 active; AID 736; inhibition, % at 5 µM; O95136; in the data active = inhibition above about 45%;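 note: CRE beta-lactamase reporter cells expressing human S1P2 stimulated with S1P; 0% = agonist at EC80 alone and 100% = agonist plus reference antagonist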
Active calls of the source: *; . = not tested or not shown. These rows are one share of the data; the hit share may differ from the screen's.

SMILES	HUVEC prolif 384	S1P2 agonist	sEH inhibitor	PostGolgi ctrl	PTPN22 act	sEH activator	H69AR inhibit	Fibroblast inh	S1P2 blocker
Cc1ccc(-c2csc3ncnc(Nc4ccc(N5CCOCC5)cc4)c23)cc1	.	0	6	27	4	-6	.	.	-41
COc1ccc(OCc2nnc(SC(C)C(=O)Nc3nccs3)n2-c2ccccc2)cc1 (configuration not stated)	86	2	6	4	-13	-3	61	92	4
CCCc1nnc(NC(=O)C2CCCO2)s1 (configuration not stated)	107	-1	-15	6	-2	16	94	97	-3
Cc1cccc2sc(NC(=O)c3ccc(Cl)s3)nc12	110	1	.	10	-1	.	50	98	0
Cc1nn(CCc2n[nH]c(=S)n2C)c(C)c1Br	.	-5	-17	15	2	21	.	.	1
COc1ccccc1-c1nc(NC(C)=O)n[nH]1	82	-7	.	2	6	.	77	94	-3
CC1CN(c2nc3c(c(=O)n(C)c(=O)n3C)n2Cc2c(F)cccc2Cl)CC(C)O1 (configuration not stated)	96	.	.	13	.	.	62	92	.
CC(=O)Nc1ccc(OCC(O)Cn2c(C)nc3ccccc32)cc1 (configuration not stated)	104	1	-1	2	-10	3	91	110	-3
CCN(CC(=O)Nc1ccc2c(c1)CCC2)Cc1nc2ccccc2c(=O)[nH]1	84	-2	-6	22	2	3	33*	86	11
Cc1ccc2[nH]c(=O)c(C3C(C#N)=C(N)Oc4c3ccc3cccnc43)cc2c1 (configuration not stated)	4.9*	-5	-6	-1	-7	4	10*	69	-8
CS(=O)(=O)N(CC(=O)O)c1ccc(Oc2ccccc2)cc1	98	-5	-3	36*	-5	1	102	98	12
CCC1=NN(C(=O)Cc2ccc(OC)cc2)C(O)(C(F)(F)F)C1 (configuration not stated)	.	-6	5	-1	6	-2	.	.	19
Cc1nc(NCC2CCCO2)nc2c1C(=O)CC(C)(C)C2 (configuration not stated)	94	-7	-10	3	3	9	93	104	-3
CCc1ccc(NC(=O)N(CCCN2CCOCC2)C(C)c2cc3cccc(OC)c3o2)cc1 (configuration not stated)	79	-3	30	8	5	-30	93	99	11
O=C(CSc1nnc(-c2ccco2)o1)NC(=O)Cc1ccccc1	104	-4	10	-12	5	-13	104	91	22
C=CCn1c(COc2ccccc2F)nnc1SCC(=O)Nc1cc2oc3ccccc3c2cc1OC	77	-1	-23	15	2	20	75	95	1
Cc1ccc(C(=O)NC2CCCCCC2)o1	93	-1	3	2	4	-3	82	98	0
Cc1cccc(NC(=O)c2ccc(C3SCC(=O)N3CCc3ccccc3)cc2)c1C (configuration not stated)	.	0	-2	9	3	1	.	.	-1
S=c1[nH]nc(COc2ccccc2)n1/N=C/C(Cl)=C/c1ccccc1	.	-3	7	9	-26	-9	.	.	-11
COc1ccc(NC(=O)[C@H](COCc2ccccc2)NC(=O)OC(C)(C)C)cc1	.	-3	-6	12	-3	6	.	.	21
Cc1ccc(OCCN2C(=O)c3ccccc3C2=O)cc1	101	0	-10	11	21	10	99	102	-16
Clc1ccc(Cc2ccc(Cl)nn2)c(Cl)c1	.	-2	-9	10	7	6	.	.	-4
COC(=O)C(C(=O)Nc1cc(C)on1)C1CCCCCC1 (configuration not stated)	96	-1	10	-1	-8	-6	51	99	-7
O=C(CNc1ccccc1)N/N=C/c1cc([N+](=O)[O-])ccc1N1CCCC1	.	-5	10	17	-3	-6	.	.	0
CCOC(=O)C1(c2ccccc2)NC(c2ccc(N(C)C)cc2)C2C(=O)N(C)C(=O)C21 (configuration not stated)	.	-5	9	.	2	-7	.	.	13
CCCCCC(=O)Nc1ccc(N2CCN(C(=O)c3ccccc3)CC2)cc1	106	0	76	-2	-10	-75	75	101	-7
CCOC(=O)N1CCC(NC(=O)CS(=O)Cc2nc(-c3ccc(OC)c(OC)c3)oc2C)CC1 (configuration not stated)	105	-2	29	2	8	-28	83	.	-13
O=C(NCc1ccco1)c1cnn2c(C(F)F)cc(-c3ccccc3)nc12	97	-6	-7	10	4	5	61	92	-14
Cc1nc2ccc(S(=O)(=O)N(C)CC(=O)N3CCc4ccccc43)cc2s1	38	-9	11	13	4	-14	60	86	15
CC(=O)Nc1nonc1-c1nc2ccccc2n1CC1CC1	106	-5	5	19	1	-3	89	96	3
COc1ccc(OC)c(NC(=O)Cn2c(CCC(=O)O)ccc2-c2cccs2)c1	92	0	9	3	-2	-9	94	102	-10
Cc1cc(C)n2cc(CSc3ncccc3C(=O)O)nc2n1	100	-4	-3	6	8	3	101	101	4
CCC(Sc1nc(C)cc(=O)[nH]1)C(=O)Nc1nc(-c2ccccc2)cs1 (configuration not stated)	94	-3	-1	-4	-3	3	74	97	-8
CCOc1ccccc1NC1=C(Cl)C(=O)N(Cc2ccccc2)C1=O	.	-6	2	33*	3	0	.	.	2
O=S(=O)(Nc1ccccc1N1CCCCC1)c1ccc(Cl)s1	118	-7	0	21	1	2	93	96	-4
CCn1c(SCC(=O)Nc2nc(C)c(C)s2)nc2cccnc21	107	0	10	.	-5	-5	87	103	-43
CC(OC(=O)c1cc2sccc2n1C)C(=O)NCc1ccco1 (configuration not stated)	103	-2	-10	11	-3	8	75	101	-13
CCc1nc(Nc2ccc3c(c2)OCO3)c2oc3ccccc3c2n1	.	1	0	26	0	-1	.	.	-8
Cc1ccc(NC(=S)NNC(=O)c2cn(C)nc2C)cc1	.	-3	12	-2	-3	-9	.	.	4
N#Cc1c(N)c(C#N)c(-c2ccc(O)cc2)c2c1CCCC2	78	-3	-10	34*	-7	14	78	98	-11
Cc1noc(C)c1CSc1nnc(-c2c[nH]c3ccccc23)n1-c1ccc(Cl)cc1	76	-3	0	3	3	-2	47	81	-19
COC(=O)c1ccccc1NC(=O)Cn1nc(C(F)(F)F)c2c1CCC2	90	-1	7	8	6	-7	84	91	12
COc1ccc(-n2c(Cc3cccn3C)nnc2SCC(=O)Nc2ccc3c(c2)OCO3)cc1	95	.	.	-3	.	.	77	98	.
COCCN(CCOC)S(=O)(=O)c1ccc(OC)cc1	98	-7	-8	-2	11	6	94	98	16
COc1cc(C)c(Cl)c(C)c1S(=O)(=O)NCc1cccnc1	96	-6	-6	11	4	8	77	100	13
CC(OC(=O)c1ccco1)C(=O)NCc1cccs1 (configuration not stated)	100	.	.	-16	.	.	85	96	.
Cc1nn2cc(-c3ccc(Cl)cc3)nc2s1	78	-5	.	2	-1	.	98	92	26
C=CCn1c(-c2cccs2)nc2nc3ccccc3nc21	79	12	-9	9	20	9	46	95	-16
CCOC(=O)c1sc(-c2ccccc2)cc1N	112	-5	-26	21	4	26	108	100	-8
Cc1ccc(CS(=O)(=O)CCC(=O)NCCN2CCCCC2C)cc1 (configuration not stated)	102	-4	-29	8	13	28	95	104	6
CC(=O)N(c1ccc(C(C)C)cc1)C1C=CS(=O)(=O)C1 (configuration not stated)	91	-7	3	-6	2	-5	105	100	13
CC(C)Cn1c(N)c(C(=O)CSc2nnnn2C)c(=O)n(C)c1=O	104	-4	10	1	-10	-8	96	102	-13
O=C(NCCCN1CCOCC1)c1c(O)c2cc(Br)cc(Br)c2[nH]c1=O	102	-3	6	.	9	-4	18*	100	-14
CCOC(=O)C1CCN(C(=O)Nc2ccc3nc(C)c(C)nc3c2)CC1	89	0	16	2	-4	-15	72	100	-30
CCOc1ccc(/C(O)=C2/C(=O)C(=O)N(CCOCCO)C2c2cccnc2)cc1 (configuration not stated)	80	-9	-10	8	7	8	95	99	4
O=C(O)CCSc1nnc(-c2cccnc2)n1-c1ccccc1	96	-5	-9	7	-2	9	98	101	-15
Cc1ccc(CNC(=O)CCc2nc3ccccc3c(=O)[nH]2)cc1	91	.	.	0	.	.	92	104	.
COc1cc(S(=O)(=O)NCC2COCCO2)ccc1-n1cnnn1 (configuration not stated)	91	-6	9	12	1	-8	97	99	7
COc1ccc(N2CC(O)=C(c3nc(C)cs3)C2=N)cc1	98	-8	.	-1	-5	.	84	99	17
CC1CCN(C(=O)C2CCN(CCCc3ccccc3)CC2)CC1	72	.	.	9	.	.	93	89	.
Continuation:
SMILES	HUVEC prolif 384	S1P2 agonist	sEH inhibitor	PostGolgi ctrl	PTPN22 act	sEH activator	H69AR inhibit	Fibroblast inh	S1P2 blocker
CC(C)(C)SCCNC(=O)CN(c1ccc(F)cc1)S(C)(=O)=O	104	-2	-17	1	12	15	80	97	1
CCOC(=O)c1cnc(SCC(=O)Nc2ccc(N3CCOCC3)cc2)nc1N	61	-10	-11	15	-1	14	97	103	41
COc1cccc(Cn2nnc(C(=O)Nc3cc(Cl)ccc3OC)c2N)c1	60	-5	.	22	2	.	104	91	6
Cc1ccc(C(=O)n2cnnc2N)cc1C	83	-9	15	5	1	-11	104	98	2
Cc1cc(=O)oc(C)c1C(=O)NCC1COc2ccccc2O1 (configuration not stated)	100	-4	8	8	9	-8	105	97	-15
Cc1sc2nc(C)n(/N=C/c3ccccc3)c(=O)c2c1C	81	-5	-42	2	2	38*	93	101	-35
CCOC(=O)c1[nH]c(C)c(C(=O)NCCN2CCOCC2)c1C	99	0	.	11	.	.	68	88	-19
CCc1nc(SCC(=O)N2CCCc3ccccc32)c2oc3ccccc3c2n1	75	10	-10	37*	-5	10	69	95	-33
CC1=C(C(=O)OCCOC(C)C)C(c2cccnc2)C2=C(CCCC2=O)N1 (configuration not stated)	112	1	13	2	-3	-13	88	101	28
O=C(Nc1ccc(Cl)cc1)Nc1nc(-c2sccc2Br)cs1	.	3	2	10	3	-1	.	.	-3
COCCNC(=O)CSc1nc2cc3c(cc2c(=O)n1Cc1ccco1)OCO3	102	-12	6	0	-1	-3	71	99	-14
COC(=O)c1sc(=S)n(-c2cccc(Cl)c2)c1N	89	-3	.	11	-10	.	91	104	-17
COC(=O)C(NC(C)=O)(Nc1ccccn1)C(F)(F)F (configuration not stated)	107	-2	9	3	10	-9	95	101	-17
CCOC(=O)CCc1c(C)c2ccc(O)cc2oc1=O	97	0	-7	7	-5	7	102	105	0
CCCCc1cc(=O)oc2c(CN3CCCC3)c(O)ccc12	90	-1	-10	21	-2	14	92	96	10
O=C(Cn1ccccc1=O)c1cccs1	97	-3	0	9	-6	-1	93	94	-1
Cc1ccc(-n2c(C(C)n3nc(C)c([N+](=O)[O-])c3C)n[nH]c2=S)cc1 (configuration not stated)	93	-4	4	.	2	-2	98	97	-2
CC(=O)c1c[nH]c2ccc(C)cc2c1=O	.	-2	-10	7	4	12	.	.	-7
CCSC(=O)NC12CC3CC(CC(C3)C1)C2	109	2	8	14	3	-6	101	101	-31
CCC(C)(C)n1nnnc1C(C(C)C)N1CCC(C(N)=O)CC1 (configuration not stated)	99	-2	2	-7	0	-1	90	98	8
O=c1c(Cc2ccccc2)c(O)nc2n1CCS2	91	-2	.	-1	4	.	109	101	11

Record cards, as listed above. Screens in order: HUVEC prolif 384, S1P2 agonist, sEH inhibitor, PostGolgi ctrl, PTPN22 act, sEH activator, H69AR inhibit, Fibroblast inh, S1P2 blocker
CCC(C)(C)n1nnnc1C(C(C)C)N1CCC(C(N)=O)CC1 (configuration not stated) reads 99, -2, 2, -7, 0, -1, 90, 98, 8
O=C(Cn1ccccc1=O)c1cccs1 reads 97, -3, 0, 9, -6, -1, 93, 94, -1
O=c1c(Cc2ccccc2)c(O)nc2n1CCS2 reads 91, -2, ., -1, 4, ., 109, 101, 11
CCOC(=O)CCc1c(C)c2ccc(O)cc2oc1=O reads 97, 0, -7, 7, -5, 7, 102, 105, 0
Cc1ccc(-n2c(C(C)n3nc(C)c([N+](=O)[O-])c3C)n[nH]c2=S)cc1 (configuration not stated) reads 93, -4, 4, ., 2, -2, 98, 97, -2

Compound activity as filed in PubChem BioAssay.
